Hsp70 act: switches on Hsp70 transcription; activation, % at 10 µM; HeLa Hsp70 promoter luciferase reporter, luminescence; scaled: vehicle 0, proteasome-inhibitor control 100%; actives 0.04% (n = 200,000);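 active = activation above the mean across all tested compounds plus 3 SD, cutoff set per campaign, cut at about 5.5% in these data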;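 also: 100% = MG132 at 30 µM as the positive control and 0% = DMSO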
FLuc stim CS: affects firefly luciferase, flagging false hits in luciferase stimulation screens | P08659 | ATPlite luciferase biochemical, luminescence, 10 min; 0 = ATP-free wells, 1 = DMSO control | activation factor at 10 µM | 200,000 tested, under 10 active | AID 1027;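 active = luciferase activation factor, scaled between plate controls, of at least 2 with compound at 10 µM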
Target sequence (P08659 whole entry, looked up): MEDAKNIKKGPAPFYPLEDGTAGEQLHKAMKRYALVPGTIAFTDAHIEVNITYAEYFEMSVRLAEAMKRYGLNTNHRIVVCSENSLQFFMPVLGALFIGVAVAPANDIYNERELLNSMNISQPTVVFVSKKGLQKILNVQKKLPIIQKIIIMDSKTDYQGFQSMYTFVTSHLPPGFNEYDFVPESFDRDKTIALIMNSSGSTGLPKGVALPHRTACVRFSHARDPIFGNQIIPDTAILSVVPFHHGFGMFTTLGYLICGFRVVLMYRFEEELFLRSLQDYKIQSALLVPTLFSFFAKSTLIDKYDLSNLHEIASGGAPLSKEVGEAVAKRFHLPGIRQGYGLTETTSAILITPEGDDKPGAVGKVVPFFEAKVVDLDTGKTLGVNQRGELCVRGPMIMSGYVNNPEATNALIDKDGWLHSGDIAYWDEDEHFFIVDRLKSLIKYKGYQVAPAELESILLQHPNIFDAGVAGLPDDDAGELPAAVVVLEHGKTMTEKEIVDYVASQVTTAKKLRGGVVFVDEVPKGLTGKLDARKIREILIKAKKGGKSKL
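assay system = Luciferase/luciferin detection reagent, cell-free biochemical luciferase assay | also added = ATP substrate | times = 10 min post-reagent at room temperature | measured by = luminescence from luciferase reaction | measure = luciferase activation, seen as luminescence increase over controls | benchmarks = low control with PBS replacing ATP, high control enzyme plus ATP without compound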
NF-kB neuron act: raises NF-kB expression in human neuronal cells; fold change at 12.5 µM; AID 1239; actives 1.6% (n = 190,000); NF-kB reporter expression; active compounds read high; in the data active = fold change above about 3.3
APP 5'UTR act: APP 5'UTR luciferase reporter activation; SH-SY5Y APP 5'UTR luciferase reporter, luminescence; zero percent = DMSO vehicle wells; activation, % at 2 µM; actives 1% (n = 190,000); AID 1276;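 active = activation above a set limit, based on mean plus 3 SD of controls, cut at about 140% in these data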; also: values of inactives mirror those of a sister screen read the other way
APP 5UTR inh: APP translation inhibition | SH-SY5Y APP 5'UTR-luciferase reporter, luminescence | actives 0.82% (n = 190,000) | inhibition, % at 2 µM;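 active = inhibition above a set limit, derived from the sample mean plus 3 SD, cut at about 45% in these data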; also: values of inactives mirror those of a sister screen read the other way
FLuc inhib CS: inhibits firefly luciferase, flagging false hits in luciferase inhibition screens; P08659; ATPLite firefly luciferase biochemical luminescence, 10 min; inhibition, % at 10 µM; actives 1.5% (n = 200,000); AID 1006;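 active = inhibition above about 50% when tested at 10 µM, limit read from the data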
Redox H2O2 prof: compounds producing H2O2 with reducing agent – biochemical, NIH compound library profiling, artefact control for MLSCN library redox annotation, primary screen; DTT-dependent redox cycling H2O2, phenol red/HRP absorbance; 100% = 100 µM peroxide control, 0% = buffer; activation, % at 10 µM; actives 0.03% (n = 200,000); AID 878;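 active = activation of at least 50% relative to the plate's high and low controls in the primary single-dose screen; inactive = activation below 50%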;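 also: compound incubated with DTT at 0.8 mM final as the reducing agent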
HMGR II inh: E. faecalis class II HMG-CoA reductase inhibition; purified E. faecalis HMGR, NADPH absorbance 340 nm kinetic; actives 0.41% (n = 190,000); AID 1066; inhibition, % at 10 µM;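 active = inhibition above a set limit, the median over all tested compounds plus 3 SD, cut at about 9.5% in these data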;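 also: enzyme runs in reverse so mevalonate oxidation gives rising NADPH absorbance; 0% = complete reaction with DMSO and 100% = background rate lacking mevalonate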
G6PDH counter: inhibits Leuconostoc G6PDH, flagging false hits in G6PDH-based assays | Purified L. mesenteroides G6PDH, diaphorase/resazurin coupled fluorescence, 45 min | inhibition, % at 5 µM | actives 0.12% (n = 200,000); in the data active = inhibition above about 50%
STAT1 act: increases IFN-gamma driven STAT1 reporter signal. AID 932. actives 2.6% (n = 200,000). NIH 3T3 STAT1-luciferase reporter, luminescence; 100% = IFN-gamma alone, no compound. activation (% of control), % at 5.5 µM;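 active = activation above the screen-wide mean activation plus 3 SD, cut at about 130% in these data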;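 also: raw ratio to IFN-gamma control signal so 100% means no change and 0% no light; values of inactives mirror those of a sister screen read the other way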
* = called active by the depositor; · = no result given.

Screens in order – Hsp70 act	FLuc stim CS	NF-kB neuron act	APP 5'UTR act	APP 5UTR inh	FLuc inhib CS	Redox H2O2 prof	HMGR II inh	G6PDH counter	STAT1 act
> CN(C)c1cc[nH]c(=O)c1C#N
→ -0.3	1.1	1.3	0	0	-5	-2.7	-3	2	93
> CCN(CCCNC(=O)Cn1ncc2c(=O)oc3ccccc3c21)c1cccc(C)c1
→ -0.3	1.1	0.96	0	0	-6	-1.5	-9	10	97
> NC(=S)Cc1nc(-c2ccccc2)cs1
→ 0.3	1	1.6	12	-12	1	-0.4	6	13	101
> COc1cc(C(=O)N2CCN(S(=O)(=O)c3ccc(C)cc3)CC2)ccc1OCc1c(C)noc1C
→ -0.3	1.1	0.8	-13	13	-7	-0.5	-4	7	87
> COc1ccc(OC)c(C2(O)CSC(=Nc3cccnc3)N2Cc2ccco2)c1 (configuration not stated)
→ 0.5	1	0.43	-6	6	-2	-0.5	-6	2	85
> Nn1cnnc1N/N=C/c1ccc(Cl)c([N+](=O)[O-])c1
→ -0.4	1	1.2	2	-2	-4	0.1	5	18	113
> O=c1oc(-c2ccccc2)nc2c1cnn2-c1ccccc1
→ -0.3	1	1.2	10	-10	-1	2.6	2	2	94
> Cn1c(COc2ccc([N+](=O)[O-])cc2)nnc1SCC(N)=O
→ -0.4	1	0.91	-13	13	-4	-0.1	-2	-1	104
> CC(C)NC(=O)c1ccccc1NC(=O)CN(c1ccc2c(c1)OCO2)S(C)(=O)=O
→ -0.3	1.1	1.2	-2	2	-6	-1.3	-4	-5	93
> CCOc1ccc2[nH]c(C)cc(=O)c2c1
→ -0.1	0.9	1.3	-10	10	6	-0.3	0	-12	108
> O=C(CSc1ncn[nH]1)NN(c1ccccc1)c1ccccc1
→ -0.5	1.1	1.1	11	-11	-5	3.0	-2	4	101
> COc1ccc(C2(C(=O)N3CCOCC3)CCCC2)cc1
→ -0.2	1.1	1.1	0	0	-8	2.5	1	-5	113
> CC(=O)NC12CC3CC(CC(CC(=O)O)(C3)C1)C2
→ -0.4	1	1.1	·	·	-3	0.0	-3	0	98
> CCCC(=O)N1CCN(c2ccc(NC(=O)C(C)(C)C)cc2Cl)CC1
→ 0.0	1	·	7	-7	-5	-1.0	-4	3	102
> O=C(O)CN=C1CC(c2ccccc2)CC(=O)/C1=C(/O)CCCN1C(=O)c2ccccc2C1=O (configuration not stated)
→ -0.1	1.1	1.1	-2	2	-9	-1.2	7	3	103
> CCOc1ncnc2c1oc1nc(CC(C)C)c3c(c12)CC(C)(C)OC3
→ 0.0	1.1	1.1	2	-2	-9	1.9	-5	8	104
> O=C(O)CN1C(=O)SC(Nc2ccc(Cl)cc2)C1=O (configuration not stated)
→ -0.2	1.1	1.1	-13	13	-10	-0.2	2	-2	98
> O=c1sc2ccccc2n1COc1ccccc1
→ -0.3	1	·	6	-6	-4	-0.4	·	0	102
> CC(C)Cc1c(O)nc(SCCN2CCOCC2)[nH]c1=O
→ 0.0	1	0.85	-1	1	-3	2.9	-9	3	101
> Cc1ccc(CSCC(=O)N2CCN(Cc3ccc4c(c3)OCO4)CC2)cc1
→ -0.3	1	1.3	-6	6	-4	0.4	0	1	100
> Cc1nc(SCC(=O)N(C)C2CCCCC2)[nH]c(=O)c1Cc1ccccc1
→ -0.3	1	1.1	16	-16	0	0.3	-1	10	104
> O=C(c1cc2c(ccc3ccccc32)o1)N1CCN(c2ncc(C(F)(F)F)cc2Cl)CC1
→ -0.1	1.1	1.2	3	-3	-10	0.6	-5	1	101
> COC(=O)c1ccccc1NC(=O)CSc1nc2cccnc2n1C
→ 0.0	1	0.97	0	0	-3	-0.3	-3	9	94
> O=C(CSc1ncnc2c1cnn2-c1ccc(F)cc1)NCc1ccc2c(c1)OCO2
→ -0.3	1	1	18	-18	-4	1.2	-7	9	104
> CCn1c(=O)n(CC)c2cc(S(=O)(=O)NCCOc3ccccc3)c(C)cc21
→ -0.1	1	1.1	6	-6	2	3.1	2	12	94
> CC(C)(C)C(=O)Nc1cc(NC(=O)C(C)(C)C)cc(C(=O)Nc2cc(C(=O)O)cc(C(=O)O)c2)c1
→ -0.1	1	1	-7	7	1	-0.3	-3	-4	97
> CN1c2ccccc2N(C)C1c1c(O)ccc2ccccc12
→ 0.1	1	0.98	2	-2	-4	-0.2	-3	8	94
> CSc1ccc(Cl)c(C(=O)OCC(=O)NCC(C)C)c1
→ -0.3	1	1.1	22	-22	1	0.1	-3	7	98
> Cc1cc(OCC(=O)Nc2ccc(N3CCCC3)cc2)cc(C)c1Cl
→ 0.3	1	0.97	-9	10	-4	2.8	-1	4	100
> O=C(c1cc2sccc2n1Cc1ccccc1)N1CCN(c2nc3ccccc3s2)CC1
→ -0.4	1.1	0.58	-6	6	-7	4.0	1	1	80

Exported with each value named: part of the list above.
COC(=O)c1ccccc1NC(=O)CSc1nc2cccnc2n1C
  Hsp70 act: 0.0
  FLuc stim CS: 1
  NF-kB neuron act: 0.97
  APP 5'UTR act: 0
  APP 5UTR inh: 0
  FLuc inhib CS: -3
  Redox H2O2 prof: -0.3
  HMGR II inh: -3
  G6PDH counter: 9
  STAT1 act: 94
O=C(c1cc2sccc2n1Cc1ccccc1)N1CCN(c2nc3ccccc3s2)CC1
  Hsp70 act: -0.4
  FLuc stim CS: 1.1
  NF-kB neuron act: 0.58
  APP 5'UTR act: -6
  APP 5UTR inh: 6
  FLuc inhib CS: -7
  Redox H2O2 prof: 4.0
  HMGR II inh: 1
  G6PDH counter: 1
  STAT1 act: 80
Cc1nc(SCC(=O)N(C)C2CCCCC2)[nH]c(=O)c1Cc1ccccc1
  Hsp70 act: -0.3
  FLuc stim CS: 1
  NF-kB neuron act: 1.1
  APP 5'UTR act: 16
  APP 5UTR inh: -16
  FLuc inhib CS: 0
  Redox H2O2 prof: 0.3
  HMGR II inh: -1
  G6PDH counter: 10
  STAT1 act: 104
CSc1ccc(Cl)c(C(=O)OCC(=O)NCC(C)C)c1
  Hsp70 act: -0.3
  FLuc stim CS: 1
  NF-kB neuron act: 1.1
  APP 5'UTR act: 22
  APP 5UTR inh: -22
  FLuc inhib CS: 1
  Redox H2O2 prof: 0.1
  HMGR II inh: -3
  G6PDH counter: 7
  STAT1 act: 98

(next part)
compound	Hsp70 act	FLuc stim CS	NF-kB neuron act	APP 5'UTR act	APP 5UTR inh	FLuc inhib CS	Redox H2O2 prof	HMGR II inh	G6PDH counter	STAT1 act
CCn1c(SCC(N)=O)nc2ccccc2c1=O	-0.2	1	0.84	-9	9	1	-0.5	-2	-4	94
Cn1c(=O)c2c(nc(NCc3ccco3)n2Cc2ccc(Cl)cc2Cl)n(C)c1=O	-0.1	1	0.8	-2	2	-4	0.6	-3	3	96
CCOC(=O)C(Cc1ccccc1)C(=O)Nc1cccc2ccccc12 (configuration not stated)	-0.1	1	0.88	-2	2	0	0.1	1	17	100
O=C(OCC(=O)N1CCN(C(=O)c2ccco2)CC1)c1cn(-c2ccccc2)nc1-c1ccccc1	-0.2	1	0.45	-1	1	-3	0.3	-1	7	105
COc1ccc(CCNc2ncnc3nc[nH]c23)cc1OC	-0.2	1	0.44	3	-2	-2	-0.2	0	10	98
NNC(=O)CCc1ccc(S(=O)(=O)N2CCOCC2)cc1	0.4	1	1.1	3	-3	-2	0.1	-7	6	104
O=C(COc1ccccc1)N(Cc1ccccc1)c1nc(-c2ccccc2)cs1	-0.3	1	1	27	-27	-3	-2.0	-6	-1	100
COc1ccccc1NS(=O)(=O)c1ccc(O)c(C(=O)OCC(=O)N2c3ccccc3CC2C)c1 (configuration not stated)	-0.3	1	1.3	-6	6	-1	-2.4	-5	-2	105
Cc1cc(C)n(-c2cc(C(C)(C)C)nc3c(-c4ccc(Cl)cc4)cnn23)n1	0.1	1	1	23	-23	-3	0.7	0	6	102
CCN(CC(=O)NC1CCS(=O)(=O)C1)S(=O)(=O)c1ccccc1 (configuration not stated)	-0.2	1	1.1	2	-2	3	0.3	-1	12	105
CCOC(=O)c1[nH]c(C)c(C(=O)OCC(=O)N2CC(=O)Nc3ccccc32)c1C	0.1	1	0.8	9	-9	3	-0.2	-8	-7	100
COc1ccc(Cl)cc1NC(=O)Nn1cnnc1	-0.5	1	1.1	-8	8	0	0.0	0	-3	101
CCOc1ccc(NC(=O)C(=O)N/N=C\c2ccc(CNS(=O)(=O)c3ccccc3)o2)cc1	-0.4	1	1.8	-9	10	-4	0.7	1	3	111
CCOC(=O)C1=C(c2ccccc2)Nc2ncnn2C1c1ccc(OC)c(OC)c1OC (configuration not stated)	-0.3	1.1	1.1	-8	8	-5	0.7	-1	2	96
CC(=O)OC(C(=O)NCS(=O)(=O)c1ccc(C)cc1)c1cccnc1 (configuration not stated)	-0.3	1	1.1	11	-11	-3	5.0	-8	1	101
Cc1noc(N)c1C1(O)C(=O)Nc2c(Cl)cc(Cl)cc21 (configuration not stated)	-0.1	1.1	1.2	7	-7	-6	-0.8	-3	3	100
CCOC(=O)C1CN(S(=O)(=O)c2ccc(F)cc2)C1	-0.1	1	1.1	11	-11	-4	1.9	-5	4	104
Cc1[nH]nc(SCC(=O)N2CCCCCC2)c1[N+](=O)[O-]	-0.2	1	1.2	16	-16	-3	0.1	-6	6	101
COc1ccc(NC(=O)CSc2nnc(-c3ccco3)n2C)cc1	-0.3	1	1.3	-6	6	-4	-2.8	2	0	102
CCOC(=O)CN(C(=O)CSc1nnc(-c2ccc(OC)c(OC)c2)o1)c1ccccc1	-0.3	1	0.8	4	-4	-2	-1.5	-7	-1	97

Source: PubChem (several laboratories)
